Mtb RmlCD inh – M. tuberculosis RmlC/RmlD coupled enzyme inhibitors, primary screen, biochemical, compound mixtures, 384-well, from 1536-well plates; dTDP-4-dehydrorhamnose reductase (Mycobacterium tuberculosis (strain ATCC 25618 / H37Rv)) …; RmlC+RmlD coupled enzyme assay, percent inhibition; primary screen in compound mixtures; inhibition, % at 3.6 µM; hit rate 0.03% among 160,000; in the data active means inhibition mostly above about 34%, no sharp cut-off; inconclusive means no clear call, values can overlap the other calls; inactive means mostly below about 22%; further: some results filed as inactive read as strong as hits
Target sequence (P9WH09 whole entry, looked up): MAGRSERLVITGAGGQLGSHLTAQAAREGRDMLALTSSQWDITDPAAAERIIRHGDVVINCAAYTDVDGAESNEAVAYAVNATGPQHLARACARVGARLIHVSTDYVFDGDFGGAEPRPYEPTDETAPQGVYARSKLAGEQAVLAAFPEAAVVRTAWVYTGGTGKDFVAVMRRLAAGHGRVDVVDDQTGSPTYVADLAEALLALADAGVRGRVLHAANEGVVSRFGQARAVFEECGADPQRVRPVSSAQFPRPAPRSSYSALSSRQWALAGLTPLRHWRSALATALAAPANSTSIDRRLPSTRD
Target sequence (P9WH11 whole entry, looked up): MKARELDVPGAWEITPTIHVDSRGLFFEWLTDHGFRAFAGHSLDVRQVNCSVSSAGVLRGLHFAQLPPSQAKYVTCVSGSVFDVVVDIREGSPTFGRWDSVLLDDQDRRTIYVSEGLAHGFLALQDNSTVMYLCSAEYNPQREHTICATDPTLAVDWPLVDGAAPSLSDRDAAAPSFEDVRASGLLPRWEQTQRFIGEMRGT
GlmU inhibition – inhibition of mycobacterial GlmU enzyme – biochemical, glucosamine-1-phosphate acetyltransferase (AID 1376); Bifunctional protein GlmU (Mycobacterium tuberculosis (strain ATCC 25618 / H37Rv)); M. tuberculosis GlmU acetyltransferase enzyme assay; higher % means a stronger effect; inhibition, %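 (tested at 30 µM in the primary screen)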, or IC50 in µM where a hit was titrated; hit rate 0.25% among 220,000; in the data active means inhibition above about 13%; inconclusive means no clear call, values can overlap the other calls;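 further: 0% = complete reaction with vehicle and 100% = reaction without substrate; strong numbers were not always called active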
Numbers without * were called inactive; ? = inconclusive; . = not tested or not shown. Not all compounds are listed. The share of hits here may be higher or lower than overall.

Compound	Mtb RmlCD inh	GlmU inhibition
Clc1ccc(OCCSc2ncccn2)cc1	7.8	-0.1%
CN(CC(=O)NCc1ccncc1)S(=O)(=O)c1ccc(Cl)cc1	7.2	-0.6%
CC(C(=O)OCC(=O)Nc1cccc(S(=O)(=O)N(C)C)c1)N1C(=O)c2ccccc2C1=O (stereo not given)	4.1	-1.5%
COc1ccc(NC(=O)OCCN2CCN(Cc3ccccc3)CCC2=O)cc1	.	1.2%
O=C(CC1Nc2ccccc2NC1=O)NCC1COc2ccccc2O1 (stereo not given)	.	-2.1%
O=C1CC(=O)Nc2cc(S(=O)(=O)N3CCN(c4cccc(C(F)(F)F)c4)CC3)ccc2N1	-6.7	-3.8%
C/C(=N\Nc1cccc(Cl)c1)c1ccncc1	-3.4	5.0%
Cn1ccc(=S)c2ccccc21	9.7	2.7%
CC1(C)Cc2c(C#N)c(N)sc(=S)c2CS1	.	5.1%
O=C(O)C(Cc1cnc[nH]1)NS(=O)(=O)c1ccc(Cl)cc1 (stereo not given)	3.7	1.6%
CCOc1ccc(NC(=NCc2ccc3c(c2)OCO3)SC2CC(=O)N(c3ccccc3)C2=O)cc1 (stereo not given)	2.2	2.4%
O=C(CCn1c(=O)c2ccccc2n(Cc2ccccc2)c1=O)NC1CCN(Cc2ccccc2)CC1	.	6.3%
COc1ccc(CNC(=O)c2ccc(-c3ccccc3)cc2)cc1OC	2.8	-4.2%
COc1ccc(-c2cc(C(F)(F)F)n3nc(C(=O)O)nc3n2)cc1	9.1	.
NC(=S)Nc1ccc(C(F)(F)F)cc1Cl	-11.6	-6.8%
CCCc1nn(C)c(C(=O)Nc2ccc(Cl)cc2)c1Cl	13.1	5.8%
COc1ccc(C)cc1NC(=O)Nc1ccccc1	-3.0	-1.9%
O=C(Nc1ccccc1)c1ccc(C(=O)Nc2ccccc2)nc1	-0.6	3.7%
Nc1ncnc2nc(SCC(=O)N3CCN(c4ccccc4)CC3)[nH]c12	8.3	9.2%
COc1ccc(-c2nn(-c3ccccc3)cc2/C=C/C(=O)OCC(=O)Nc2ccc(C#N)cc2)cc1	-4.3	3.0%
Cc1ccc(N2C(=O)C(Cc3ccc(O)cc3)NC2=S)cc1C (stereo not given)	-11.8	-4.5%
Cc1c(Nc2ccc(C=O)cc2)c(=O)n(-c2ccccc2)n1C	2.1	-2.6%
NS(=O)(=O)c1ccc(NC(=S)Nc2nn(Cc3ccc(Cl)cc3Cl)cc2Cl)cc1	-10.8	-5.0%
COc1ccccc1NC(=O)Nc1nnc(CC(=O)Nc2cccc(C)c2)s1	-8.2	-1.4%
Cc1cccc(Nc2nnc(SCC(=O)Nc3ccccc3[N+](=O)[O-])s2)c1	8.0	-1.6%
CCOC(=O)C1CCN(C(=O)Cc2cccc3ccccc23)CC1	.	-0.1%
O=C(CN1CCCC1)NC(=O)NC1CCCC1	5.3	-5.9%
CCN1C(=O)c2cccc3c(NC(=O)c4ccc(OC)c(OC)c4)ccc1c23	4.8	0.6%
COc1ccc(C(C(=O)NC2CCCC2)N(Cc2cccs2)C(=O)c2ccn[nH]2)cc1OC (stereo not given)	-5.6	1.0%
CCCCC(=O)N=c1sc2cc([N+](=O)[O-])ccc2n1C	9.2	5.0%
c1ccc(CC2CCN(Cc3nc(-c4ccccc4)no3)CC2)cc1	1.9	-0.4%
ClC(Cl)c1nnc(-c2ccccc2)c(-c2c[nH]c3ccccc23)n1	-12.9	1.6%
COc1cc(/C=N/NC(=O)c2ccccc2Cl)ccc1Oc1ccc([N+](=O)[O-])cn1	.	1.5%
O=C(Cc1cccs1)Nn1c(Cc2cccs2)nc2ccccc2c1=O	45.3	4.2%
O=C(CSCc1ccccc1Cl)NCCSc1ccccn1	1.3	-0.1%
Cc1cccc(OCc2nc3c4c(ncn3n2)-c2ccccc2CC42CCCC2)c1	-2.3	0.0%
COc1ccc(CN2CCN(C)CC2)cc1OCc1ccccc1	.	-0.6%
O=C(O)CC1C(=O)OCN1C(=O)OCc1ccccc1 (stereo not given)	5.1	0.2%
CC1Cc2ccccc2N1CC(=O)Nc1ccc(S(N)(=O)=O)cc1 (stereo not given)	-4.4	2.5%
COc1ccc(Oc2cccc(Cl)c2CNC(=O)CCCC(=O)O)cc1	3.6	1.2%
COc1ccccc1N(C)S(=O)(=O)c1ccc(C(=O)OCC(=O)NCc2cccs2)cc1	6.1	-3.6%
CCCn1cc(SCC(=O)NCc2ccco2)c2ccccc21	-4.2	5.1%
CC(=O)C1C2c3ccccc3O[C@@]1(C)N=c1s/c(=C/c3ccoc3)c(=O)n12 (stereo not given in full)	8.1	10.0%
CN(C)/C=C1/C(=O)Nc2ccccc21	-4.4	1.8%
COc1cccc(NC(=O)CSc2ncc(S(=O)(=O)c3ccccc3)c(=O)[nH]2)c1	-10.6	11.8%
CC(C)CCN1CCC(N)=NC1=O	-51.4	-0.3%
CN(CC(=O)O)S(=O)(=O)/C=C/c1ccccc1	-10.1	-4.2%
CN(C)NC(=O)c1ccsc1NC(=O)c1ccc(S(=O)(=O)N2CCCC2)cc1	15.8	4.8%
S=c1[nH]nc(Nc2cccc(Cl)c2)s1	.	5.8%
N#CC1=C(S)N(c2ccccc2)C(c2ccco2)NC1=O (stereo not given)	4.2	-0.2%

The listing continues:
Compound	Mtb RmlCD inh	GlmU inhibition
COc1ccc(-c2cc(C(=O)Nc3ccc(C)cc3)no2)cc1	5.3	-1.7%
COc1cc(OC)c2ccc(=O)oc2c1C(CCN1CCCCC1)c1ccc(N(C)C)cc1 (stereo not given)	-15.4	1.5%
CCCOc1ccc(/C=N\NC(=O)CCc2n[nH]c(=O)[nH]c2=O)cc1OC	11.9	-5.1%
O=C(c1ccco1)n1nc(-c2ccccc2)nc1SCc1ccccc1	.	-2.2%
COc1ccc(N(C(=O)c2ccccc2C)S(=O)(=O)c2cccs2)cc1	-8.3	2.9%
O=C(Nc1cccc(OC(F)(F)F)c1)c1ccc(Br)o1	.	-2.3%
O=C1NC(=Nc2ccccc2)CS1	11.5	0.3%
COCCNC(=O)CSc1nnc(CCCN2C(=O)c3cccc4cccc(c34)C2=O)n1-c1ccccc1	6.2	4.3%
CN(C)c1ccc(C2C=C(c3ccc(Cl)cc3OC(F)F)Nc3ncnn32)cc1 (stereo not given)	6.2	0.3%
C=CCc1c(C)nc(SCC(N)=O)[nH]c1=O	.	3.4%
Cc1nnc(SCC(=O)N2CCC(C(=O)Nc3nccs3)CC2)n1Cc1ccccc1	8.4	7.7%
Nc1nnnn1/N=C/c1ccccc1OCc1ccc(Cl)cc1Cl	.	8.1%
O=C(COC(=O)c1ccc(Br)o1)NCCCc1ccccc1	-3.5	-5.5%
CSc1nnc(-c2sc3cc(C(F)(F)F)cnc3c2-c2ccccn2)n1C	4.1	-2.4%
COC(=O)Cc1nnc(Nc2cccc(C)c2)c2ccccc12	-5.3	3.8%
CN1C(=CC=C2C=C(I)C(=O)C(I)=C2)C(C)(C)c2ccccc21	?	2.2%
O=C1CC(N2CCSCC2)C(=O)N1c1ccc(Br)cc1 (stereo not given)	-17.3	5.1%
Cn1c(CCN2CCCCC2)nc2cc(NC(=O)NC3CCCCC3)ccc21	-15.5	0.9%
COc1ccc(OC)c(S(=O)(=O)Nc2ccc(OCC(=O)O)cc2)c1	-8.3	0.8%
Cn1cc(/C=N/NC(N)=S)c2ccccc21	.	6.5%
CC(C)(C)C(=O)Nc1ccc(NC(=O)C(C)(C)C)cc1	-1.6	-0.5%
C=CCn1cc(Cl)c(=O)n(CC=C)c1=O	.	-1.4%
Cc1cc(/C=C2\C(=O)NC(=O)N(c3cccc(Br)c3)C2=O)c(C)n1C	7.8	0.1%
CC(C)c1ccccc1NC(=O)CNC(C)c1ccc(F)cc1 (stereo not given)	0.4	-0.6%
CCC(=O)Nc1cc(C)c(NC(=O)CCc2ccccc2)cn1	.	0.2%
Cc1ccc(NC(=S)NNc2ncc(C(F)(F)F)cc2Cl)c(C)c1	1.7	-2.0%
Nc1cc(=O)[nH]c(SCC(=O)Nc2cccc(Cl)c2)n1	21.6	1.4%
CCC(SCC(=O)OC)C(=O)Nc1nnc(C(C)C)s1 (stereo not given)	10.8	0.8%
Cc1cc(NC(=O)CS(=O)(=O)c2cn(Cc3cccc(F)c3)c3ccccc23)no1	-4.4	.
O=C(CSCc1nc2ccccc2[nH]1)N1CCN(c2cccc(Cl)c2)CC1	10.1	5.0%
CC(C)Oc1ccc(N2CC(C(=O)Nc3ccc4c(c3)OCO4)CC2=O)cc1 (stereo not given)	4.1	0.8%
Cc1cc(N2CCCCCC2)nc2ccc(F)cc12	.	2.2%
COc1ccc(C)cc1-n1[nH]nnc1=S	-6.1	1.6%
CCC1(C)Cc2c(sc3nnn(CC(=O)Nc4ccccc4C)c(=O)c23)CO1 (stereo not given)	-4.6	1.6%
FC(F)(F)c1cccc(NC(=S)Nc2cccc(NC(=S)Nc3cccc(C(F)(F)F)c3)n2)c1	.	4.9%
COc1cccc2cc(/C(=N/O)c3ccc(Br)cc3)oc12	-11.4	1.1%
O=C(Nc1cccc(O)c1)c1cccc(S(=O)(=O)N2CCCC2)c1	-9.8	2.1%
Cc1ccc(-c2cc(C(=O)Nc3cccnc3)c3ccccc3n2)o1	34.0	7.2%
CCCSc1nc(C)nc2c1c(=O)n(C)c(=O)n2C	10.9	1.3%
CCOC(=O)c1c(C)[nH]c(C(=O)CN2C(=O)NC(C)(c3ccc4ccccc4c3)C2=O)c1C (stereo not given)	9.9	4.3%
COc1cccc(CNC(=O)CCC2CCCN(C(=O)c3cc4ccccc4o3)C2)c1 (stereo not given)	.	0.0%
CCN(CC)CC(O)c1ccc(C2CCCC2)cc1 (stereo not given)	0.9	0.6%
Cc1cc(C(=O)Nc2cccc(O)c2)co1	.	-2.0%
O=C1CCCC2=C1C(c1ccsc1)CC(=O)N2c1ccccc1 (stereo not given)	.	10.4%
Cc1ccc(C(=O)Nc2cccc3ncccc23)cc1[N+](=O)[O-]	-13.0	-7.6%
COc1cc(/C=N/NC(=O)CC2C(=O)NN=C2C)ccc1O (stereo not given)	-5.1	-6.8%
O=C(Nc1ccc([N+](=O)[O-])cc1)C1CC1(c1ccccc1)c1ccccc1 (stereo not given)	11.8	2.0%
CC(C)COC(=O)C1C2C=CC3(CN(C4CCCC4)C(=O)C13)O2 (stereo not given)	-9.4	0.7%
COc1ccccc1NC(=O)c1sc2nc(-c3ccco3)ccc2c1N	8.1	6.2%
COc1cccc(S(=O)(=O)NCc2ccc3c(c2)OCO3)c1	.	5.2%

(further entries)
Compound	Mtb RmlCD inh	GlmU inhibition
Cc1[nH]c2ccccc2c1C(=O)CSc1nc2ccccc2c(=O)n1CCCN1CCOCC1	-10.8	5.6%
COc1cc(OC)c(/C=N/NC(=O)c2ccc(NC(C)=O)cc2)cc1Br	-14.9	3.3%
CC(C)NCC(O)Cn1c2c(c3ccccc31)CCc1c-2cnn1-c1ccccc1 (stereo not given)	-1.6	-11.5%
COc1ccc(C(=O)NCc2ccccc2OC)c(OC)c1	4.4	8.3%
COc1ccccc1-n1cnnc1SCC(=O)c1cc(C)n(Cc2cccs2)c1C	2.9	-0.6%
O=C(NCc1cccnc1)c1nc(-c2cccs2)no1	3.4	1.8%
O=C(CSCCc1ccccn1)Nc1cccnc1Cl	.	0.9%
CCCCC(=O)Nc1cccc(-c2cn3ccccc3n2)c1	7.7	-0.9%
OC1CCN(Cc2cccc3ccccc23)CC1	5.3	1.6%
Cc1ccc(NC(=O)CCn2c(=S)oc3ccccc32)cc1	6.5	3.3%

Reprinted at random: four entries already listed.
Compound	Mtb RmlCD inh	GlmU inhibition
COc1cc(OC)c(/C=N/NC(=O)c2ccc(NC(C)=O)cc2)cc1Br	-14.9	3.3%
O=C(NCc1cccnc1)c1nc(-c2cccs2)no1	3.4	1.8%
Cc1ccc(NC(=O)CCn2c(=S)oc3ccccc32)cc1	6.5	3.3%
OC1CCN(Cc2cccc3ccccc23)CC1	5.3	1.6%

(continued)
Compound	Mtb RmlCD inh	GlmU inhibition
O=C(NO)c1ccccc1C(F)(F)F	6.0	-5.5%
CC(C)N1CCN(Cc2cc(F)ccc2-n2cccn2)CC1CCO (stereo not given)	.	1.4%
CCc1nc(C)cn1S(=O)(=O)c1cc([N+](=O)[O-])ccc1Cl	9.5	4.2%
CN(Cc1cccnc1)Cc1cn(C)nc1-c1ccc(Oc2ccccc2)cc1	7.5	-2.1%
Cc1cccc(C(C#N)c2nc3ccccc3nc2C(F)(F)F)c1 (stereo not given)	.	4.2%
